Assay outcomes from PubChem BioAssay.
Tb PYK inh: T. brucei pyruvate kinase inhibition; TbPYK enzyme, Kinase-Glo Plus ATP luminescence, 45 min; Potency, µM (highest dose often 76.8 µM), inactives show top-dose activity, negative = inhibition, usual class: inhibitors; 410,000 tested, 0.12% active; AID 624173; Q57TT1; further: potency means the concentration at half of the fitted maximal effect; nearly all actives have a fitted effect of over 50% in size
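Luminescent Kinase-Glo Plus end-point after 45 min room-temperature reaction of T. brucei pyruvate kinase started with 130 uM ADP (final). Buffer TEA 50 mM pH 7.2 with KCl, MgCl2, BSA, Tween-20; titration-based qHTS with fitted concentration-effect curves.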
AmpC inh detg: inhibitors of E. coli AmpC beta-lactamase with detergent; AID 485294; Potency, µM (doses to about 114 µM), without a hit: at the top dose activity change, negative = inhibition, actives largely listed as inhibitors; 370,000 tested, 0.041% active; P00811; AmpC hydrolysis of nitrocefin, absorbance 480 nm, 0.01% Triton;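 further: potency means the concentration at half of the fitted maximal effect; 0% = no-compound wells and -100% = no-enzyme wells; nearly all actives have a fitted effect of over 25% in size; some results filed as inactive show a strong effect at the top dose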
Target sequence (P00811 whole entry, looked up): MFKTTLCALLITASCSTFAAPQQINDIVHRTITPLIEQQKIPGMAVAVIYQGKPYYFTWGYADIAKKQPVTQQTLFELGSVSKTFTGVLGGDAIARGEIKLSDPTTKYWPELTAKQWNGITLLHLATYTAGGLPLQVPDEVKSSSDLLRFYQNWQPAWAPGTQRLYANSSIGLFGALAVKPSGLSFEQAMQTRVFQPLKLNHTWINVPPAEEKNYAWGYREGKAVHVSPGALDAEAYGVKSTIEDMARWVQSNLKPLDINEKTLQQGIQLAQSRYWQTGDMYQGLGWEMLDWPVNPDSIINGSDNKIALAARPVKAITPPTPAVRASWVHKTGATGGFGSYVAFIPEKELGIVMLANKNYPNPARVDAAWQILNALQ
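AmpC (5.3 nM in the dispensed reagent) in 20 mM phosphate pH 7.0 with 0.01% (detergent screen) or 0.0001% Triton X-100 was preincubated with compounds for 15 min at room temperature. Nitrocefin was then added from an 800 uM solution, and hydrolysis was followed at 480 nm.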
AMA1 RON2 block: AMA1-RON2 (P. falciparum) interaction inhibition. Potency, µM (doses to about 58.2 µM), inactives show at the highest dose activity change, negative = inhibition, usual class: inhibitors. AID 720542. 360,000 tested, 0.2% active. AlphaScreen AMA1-biotinylated RON2 peptide binding;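 further: potency means the concentration at half of the fitted maximal effect; 0% = vehicle wells and -100% = peptide control; nearly all actives have a fitted effect of over 45% in size; some results filed as inactive show a strong effect at the top dose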
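AMA1 (3D7) with his tag at 25 nM final met compounds first, then biotinylated RON2 peptide at 25 nM; detection used donor plus acceptor beads, 10 µg/mL apiece, read by AlphaScreen after 30 min at room temperature.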
Sm TGR inh: S. mansoni TGR enzyme inhibition; Potency, µM (titrated, usually from 114 µM), for inactives: at the top dose activity change, negative = inhibition, actives largely listed as inhibitors; 360,000 tested, 3% active; Q962Y6; AID 485364; purified TGR, DTNB reduction, TNB absorbance 405 nm; further: potency means the concentration at half of the fitted maximal effect; nearly all actives have a fitted effect of over 60% in size
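Kinetic colorimetric format: TGR-catalysed, NADPH-driven DTNB reduction monitored via TNB absorbance. Enzyme dispensed at 20 nM; compound exposure 15 min at room temperature before reaction start.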
HCMV inh: inhibitors of human cytomegalovirus | HFF cells, HCMV-luciferase reporter, 72 h; active compounds read low | activity change, negative = inhibition, % at 57.5 µM | 410,000 tested, 4.5% active; in the data active means activity change below about -60%; inconclusive means no clear call, values can overlap the other calls; inactive means above about -39%
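Two-dose cell screen: HFF monolayers treated with compounds and infected with luciferase-expressing HCMV at 1 PFU/cell, 72 h at 37C, then lysed for luciferase measurement.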
AmpC no deterg: inhibitors of E. coli AmpC beta-lactamase without detergent. Potency, µM (top dose mostly 57.1 µM), for inactives: top-dose activity change, negative = inhibition, actives largely listed as inhibitors. AmpC nitrocefin hydrolysis, absorbance 480 nm, 0.0001% Triton. AID 485341. 330,000 tested, 0.52% active;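 further: potency means the concentration at half of the fitted maximal effect; plate controls were no compound for no effect and no enzyme for full effect; nearly all actives have a fitted effect of over 20% in size; some results filed as inactive show a strong effect at the top dose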
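20 mM phosphate pH 7.0 + 0.01% (detergent screen) or 0.0001% Triton X-100; 5.3 nM AmpC reagent; cpd preinc 15 min RT; nitrocefin (800 uM stock) to start; A480 q20 s × 4 min; Activity was normalised to no-enzyme and no-compound control wells.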
LmPK inhibitor: inhibitors of Leishmania mexicana pyruvate kinase; purified LmPK, Kinase-Glo ATP luminescence, 1 h; Potency, µM (titrated, usually from 57.5 µM), for inactives: top-dose activity change, negative = inhibition, hits mostly inhibitors; 290,000 tested, 0.37% active; AID 1721; further: potency means the concentration at half of the fitted maximal effect
Target sequence (Q27686 whole entry, looked up): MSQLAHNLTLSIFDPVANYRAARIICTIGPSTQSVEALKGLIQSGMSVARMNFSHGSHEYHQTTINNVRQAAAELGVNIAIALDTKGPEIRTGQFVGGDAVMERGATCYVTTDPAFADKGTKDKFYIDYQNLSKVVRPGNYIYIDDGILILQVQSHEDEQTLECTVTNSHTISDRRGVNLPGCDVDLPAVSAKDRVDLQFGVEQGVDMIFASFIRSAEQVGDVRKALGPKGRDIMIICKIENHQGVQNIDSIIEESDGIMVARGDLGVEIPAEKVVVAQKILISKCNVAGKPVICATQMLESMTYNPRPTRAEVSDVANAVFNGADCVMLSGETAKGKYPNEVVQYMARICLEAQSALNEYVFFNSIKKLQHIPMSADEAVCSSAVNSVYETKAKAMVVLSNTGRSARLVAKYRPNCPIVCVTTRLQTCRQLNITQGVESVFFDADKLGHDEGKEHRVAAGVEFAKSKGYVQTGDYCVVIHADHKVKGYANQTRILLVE
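In 50 mM imidazole pH 7.2 with 7 mM MgCl2, LmPK (0.1 nM) turned over PEP (0.5 mM) and ADP (0.1 mM) for 1 h at room temperature. Luciferase read-out of ATP.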
* = called active by the depositor; ? = inconclusive; . = no result given; [ ] = another dose, or the depositor's remark. Unless noted, the call rests on the fitted dose curve; in most records, active means well fitted curve in the direction sought with a large enough effect; inconclusive means small, poorly fitted or top-dose-only effect, or another doubt; inactive means no such curve, though single readings can be large; an effect the other way counts as inactive or inconclusive. Unless noted, on the % scale 0 is the no-effect control and ±100 the full control effect. The order is random; overall some 7.4% were active at least once.

SMILES,Tb PYK inh,AmpC inh detg,AMA1 RON2 block,Sm TGR inh,HCMV inh,AmpC no deterg,LmPK inhibitor
CCC(O)c1c(-c2ccccc2)nn(C)c1Cl (stereo not given),-17%,5%,-10%,-1%,-6,-7%,1%
COc1cccc(/C=N/n2c(CO)nc3ccccc32)c1OC,5%,?,?,3%,4,-1%,2%
N#Cc1cnn(-c2ccccc2)c1NC(=O)CN1CCN(c2ccccc2)CC1,1%,?,9%,13%,22,20%,-3%
Oc1cccc2ccc(/C=C/c3ccccc3Br)nc12,-6%,2%,42%[activator],-10%,-87*,-23%,-9%
CC(=O)N1CCCc2cc(S(=O)(=O)N(C)Cc3ccccc3)ccc21,-8%,-3%,0%,-8%,-27,55%,-1%
CCNS(=O)(=O)c1ccc(NS(C)(=O)=O)cc1,-20%,2%,12%,9%,86,-7%,-6%
O=C(c1ccc(F)cc1)N1CCC(C(=O)N(Cc2ccccc2)c2ccccc2)CC1,5%,-3%,20%,-11%,-15,120%[activator],.
O=C1/C(=C/c2ccc3c(c2)OCO3)SC(=S)N1CCC(=O)N(CCO)c1ccccc1,1%,.,-6%,.,-68*,.,.
COC(=O)CCC(=O)OC1(C)C(=O)C2=CN(CC3CC3)C(c3ccc(OC)cc3)=CC2=C(Br)C1=O (stereo not given),-7%,-1%,?,-33%,.,122%[activator],-2%[11.5 µM]
C=Cc1ccc(Cn2c(C(=O)OC)cc3sc(C)cc32)cc1,1%,26%,.,6%,-33,.,.
Cc1ccc(Nc2nc3ccccc3n3cnnc23)cc1Cl,2%,2%,-6%,27%,8,-16%,-4%
Cc1scc(CN2CCN(c3ccc(F)cc3)CC2)c1C,-2%,18%,.,3%,-21,.,.
Cc1ccc(NC(=O)CN2CCC(C(=O)c3ccc(F)cc3)CC2)cc1,1%,-1%,6%,0%,-22,21%,8%
COc1ccc(-c2csc(/C(C#N)=C\c3cccc([N+](=O)[O-])c3)n2)cc1,.,?,.,7%,.,-4%,-3%
COC(=O)c1[nH]c2ccc(Br)cc2c1NC(=O)CN1CCCCC1CCO (stereo not given),0%,?,22%,?,-30,-3%,7%
CC(C)c1ccc(NC(=O)C2Cc3c(-c4cccc(C(N)=O)c4)ccnc3O2)cc1 (stereo not given),-1%,.,-6%,.,11,.,.
CC1Sc2ccc(S(=O)(=O)N3CCC(C(=O)Nc4cccc(Cl)c4)CC3)cc2NC1=O (stereo not given),-5%,3%,-11%,-14%,-100*,-28%,0%
CC(C(=O)NCCN1C(=O)S/C(=C\c2cccs2)C1=O)N1C(=O)c2ccccc2C1=O (stereo not given),-7%,-1%,-7%,1%,31,-12%,0%
Cc1cccn2cc(CNS(=O)(=O)c3ccc4ccccc4c3)nc12,-13%,3%,-5%,-20%,?,-24%,-7%
O=C(NCC1CCCO1)c1ccc(NC(=O)c2cccc(Cl)c2)cc1 (stereo not given),3%,.,-1%,.,?,.,.
CCOc1ccc(C(=O)Nc2ccc3nc4c(c(Nc5ccccc5OC)c3c2)CCCC4)cc1,1%,4%,.,0%,-84*,.,.
Clc1ccc(CNCc2cccs2)cc1Cl,-3%,-8%,-11%,8%,?,-17%,-2%
O=C(NC1CCCC1)C1(c2ccccc2)CCN(S(=O)(=O)c2ccccc2)CC1,1%,2%,0%,-9%,-9,-21%,8%
O=C(NCCc1ccccc1)C(=O)NCC(c1ccco1)N1CCOCC1 (stereo not given),1%,?,13%,-5%,-4,6%,8%
Cc1cc([N+](=O)[O-])nn1CC(=O)NNC(=S)Nc1ccc(Cl)cc1,-10%,-15%,61%[activator],7%,62,-19%,0%
Cc1ccc2nc3sc(C(=O)Nc4c(C)[nH]c(=O)[nH]c4=O)c(N)c3cc2c1,2%,?,26%,2%,-18,-4%,-4%
CCc1sc(C(=O)NCc2ccco2)cc1Br,18%,7%,-2%,?,50,-27%,2%
O=C(NC1CC1)C1=C[C@@H](C2CCCCC2)C[C@@H](OCc2ccc(CO)cc2)O1,0%,-2%,-2%,-6%,-18,106%[activator],3%
O=C(O)/C=C/c1cn(-c2ccccc2)nc1-c1cc2ccccc2oc1=O,11%,2%,2%,-11%,-30,-19%,2%
Cc1cc(CNC[C@H]2O[C@@H](n3cnc(C(N)=O)n3)[C@H](O)[C@@H]2O)c(C)n1-c1cccnc1,4%,.,16%,.,-17,.,.
O=C(Nc1ccccc1)c1cc(-c2ccccc2Cl)no1,-26%,-1%,7%,18%,48,-16%,-9%
CC(=O)Nc1cccn(Cc2c(Cl)cccc2Cl)c1=O,-2%,1%,0%,7%,-12,-24%,-13%
COc1ccccc1NC(=O)CC1SC(=N)N(c2ccccc2)C1=O (stereo not given),4%,-4%,-4%,.,-10,-11%,-3%
COc1ccc(NC(=O)Cn2c(=O)n(Cc3ccc4c(c3)OCO4)c(=O)c3ccc(C(=O)NC4CCCCC4)cc32)cc1,1%,-8%,.,7%,5,.,.
COc1ccc(OC)c(NC(=O)CCc2c[nH]c3ccccc23)c1,4%,4%,-16%,7%,-16,-21%,-8%
O=C(Nc1ccccc1C(=O)NC1CC1)c1ccc([N+](=O)[O-])o1,-3%,-5%,-14%,?,-14,-28%,.
Cc1cc(Cl)c(S(=O)(=O)NC(C(=O)O)C(C)C)cc1OCC(=O)NC1CCCCC1 (stereo not given),1%,4%,-6%,-7%,17,-8%,-1%
CC1C(=O)N(Cc2cn(CCC3OCCCO3)nn2)CCS(=O)(=O)N1Cc1ccc(-c2ccccc2)cc1 (stereo not given),-9%,.,3%,.,3,.,.
COc1ccc(CCNC(=O)c2cc3c(=O)n(C)c4ccccc4c3s2)cc1OC,3%,2%,.,-1%,-3,.,.
O=C(Nc1nnc(-c2cccs2)o1)c1cccc(C(F)(F)F)c1,-2%,-7%,116%[activator],4%,?,-31%,1%
CCc1ccc(NC(=O)CSc2nnc(-c3ccco3)o2)cc1,-6%,3%,3%,-1%,41,-16%,-16%
COc1ccc(CCNS(=O)(=O)c2cccc3nsnc23)cc1OC,-11%,2%,-1%,9%,5,32%,6%
O=c1[nH]c(C2CCN(S(=O)(=O)c3ccc(C(F)(F)F)cc3)CC2)nc2c1nnn2Cc1ccc(F)cc1,3%,7%,-9%,2%,-1,-5%,0%
Cc1c(C)c2ccc(OCC(=O)Nc3ccc(S(N)(=O)=O)cc3)c(C)c2oc1=O,-3%,-3%,1%,-13%,?,-25%,7%
O=C(O)c1ccccc1,-2%,.,8%,.,18,-3%,.
C/C(=N\NC(=O)C1CC1)c1cccc(NC(=O)c2cccc(Cl)c2)c1,.,-1%,.,2%,.,-10%,4%
Nc1ncnc(Nc2cccc(Cl)c2Cl)n1,2%,-1%,-8%,.,9,-18%,0%
C#CCOCCOCCOCCNc1nc(N2CCN(C(=O)[C@H](CCCCN)n3cc([C@@H](N)C(C)CC)nn3)CC2)nc(N2CCN(C(=O)[C@H](Cc3cc4ccccc4[nH]3)n3cc([C@@H](N)CC(C)C)nn3)CC2)n1 (stereo not given in full),-1%,6%,18%,?,.,208%[activator],2%
Cc1c(OC(=O)c2ccc([N+](=O)[O-])cc2)c2c(c[n+]1C)COC(C)(C)OC2,?,-6%,-24%,-35%,.,-9%,-4%
NC(=O)C1CCN(C(=O)CCc2nc3sc4c(c3c(=O)[nH]2)CCCC4)CC1,1%,-17%,-12%,7%,-20,-25%,.

New compounds follow
SMILES,Tb PYK inh,AmpC inh detg,AMA1 RON2 block,Sm TGR inh,HCMV inh,AmpC no deterg,LmPK inhibitor
Cc1cc(OCCn2cc(/C(N)=N/O)c3ccccc32)ccc1Cl,-8%,?,-7%,-20%,3,16µM*,-3%
Fc1ccc(CNC(=S)NCc2ccccc2)cc1,-6%,2%,-4%,3%,-19,-34%,-5%
CC(N)C(=O)NC(C(=O)NC(C)C(=O)Nc1cccc2ccccc12)C(C)C (stereo not given),-2%,.,2%,.,1,.,.
Fc1ccc(N2CCN(Cc3nnc(-c4ccccc4)o3)CC2)cc1,6%,?,-7%,-6%,5,-2%,-3%
CC1(C)NC(=O)N(CNc2cc(Cl)ccc2Cl)C1=O,-6%,-2%,-7%,1%,-11,-10%,3%
Cc1ccc(-c2csc(NC(=O)c3ccco3)n2)cc1C,-5%,-8%,-15%,1%,43,-31%,6%
COc1cc(C2NC(=O)NC(c3ccccc3)=C2C(C)=O)c(Br)c(Br)c1O (stereo not given),-4%,-8%,-4%,-33%,10,-20%,0%
CC(C)C(=O)NN1c2ccccc2CCc2ccccc21,1%,-7%,-5%,9%,24,-13%,0%
O=C(OCc1ccccc1Cl)c1ccc(-n2cnnc2)cc1,-2%,-9%,2%,-2%,-23,26%,6%
O=C(CN1CCN(Cc2ccc3c(c2)OCO3)CC1)Nc1ccc2c(c1)OCO2,-10%,-4%,3%,-2%,6,-1%,-2%
Cc1c(Br)c(C(N)=O)nn1C,0%,1%,1%,-1%,-11,-1%,-2%
CN(C1CCCCC1)S(=O)(=O)c1ccc(F)c(C(=O)Nc2ccc(C(F)(F)F)cc2)c1,1%,10%,.,11%,-14,.,.
O=C(NCCN1CCCCCC1)C1CCN(S(=O)(=O)N2CCOCC2)CC1,-7%,-9%,2%,-35%,-28,?,1%
COc1ccc(Br)cc1/C=C\C(=O)NCc1cccnc1,1%,1%,-11%,13%,-13,28%,0%
Cn1cnc([N+](=O)[O-])c1Nc1ccccc1O,2%,-1%,22%,-2%,-11,-17%,-1%
O=C(CSc1nnc2c(n1)[nH]c1ccccc12)Nc1cccc(S(=O)(=O)N2CCOCC2)c1,-4%,-7%,1%,2%,-10,-29%,-3%

Record cards, from the list above. Order of values: Tb PYK inh | AmpC inh detg | AMA1 RON2 block | Sm TGR inh | HCMV inh | AmpC no deterg | LmPK inhibitor
Entry for COC(=O)c1[nH]c2ccc(Br)cc2c1NC(=O)CN1CCCCC1CCO (stereo not given) = 0% | ? | 22% | ? | -30 | -3% | 7%
Entry for Cc1scc(CN2CCN(c3ccc(F)cc3)CC2)c1C = -2% | 18% | . | 3% | -21 | . | .
Entry for COc1ccc(CCNC(=O)c2cc3c(=O)n(C)c4ccccc4c3s2)cc1OC = 3% | 2% | . | -1% | -3 | . | .
